NPY-Y1 antag – NPY-Y1 (human) receptor antagonism; P25929; HEK293-CNG Y1 cells, membrane potential fluorescence; NPY at EC95, then isoproterenol; inhibition, % at 3.6 µM; hit rate 1% among 200,000; AID 1040;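 active means inhibition above the campaign mean inhibition of all tested compounds plus 3 SD, cut at about 20% in these data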;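 further: 0% = DMSO wells given NPY plus isoproterenol and 100% = isoproterenol alone without NPY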
Target sequence (P25929 whole entry, looked up): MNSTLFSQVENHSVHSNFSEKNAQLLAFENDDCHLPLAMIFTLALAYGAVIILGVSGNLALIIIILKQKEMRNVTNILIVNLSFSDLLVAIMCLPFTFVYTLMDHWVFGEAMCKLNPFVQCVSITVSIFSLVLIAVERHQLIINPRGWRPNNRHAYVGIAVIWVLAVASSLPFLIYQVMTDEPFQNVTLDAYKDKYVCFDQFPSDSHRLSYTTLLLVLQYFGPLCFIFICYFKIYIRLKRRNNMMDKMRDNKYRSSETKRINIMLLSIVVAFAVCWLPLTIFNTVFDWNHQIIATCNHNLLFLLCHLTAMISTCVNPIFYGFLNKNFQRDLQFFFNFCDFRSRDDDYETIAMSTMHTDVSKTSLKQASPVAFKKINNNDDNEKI
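Material: HEK293 Y1/CNG channel cell line | Also added: NPY (25 nM), isoproterenol (1 µM), Ro 20-1724 (25 µM) | Compound: One concentration, 3.6 µM, in 0.4% DMSO | Schedule: 3 h dye uptake, 1 h room-temperature compound, 45 min post-isoproterenol | Signal: Membrane-potential fluorescent dye readout | Read-out: % inhibition of NPY effect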
EP2 modulator – modulates human prostaglandin E2 receptor EP2 signaling; P43116; EP2-expressing cells, cAMP HTRF FRET, PGE2 co-stimulation; induction, % at 25 µM; hit rate 0.83% among 260,000;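 active means compounds whose cAMP rise, as percent of the full-agonist control response, exceeds 60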;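 further: rat C6 glioma line stably carrying human EP2 under a CMV promoter; the protocol text gives 20 µM as final concentration; 100% = response of wells given 1 µM PGE2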
CHOP inhibitor – inhibitors of CHOP induction in ER stress response | hit rate 3.8% among 220,000 | CHO-K1 CHOP-promoter luciferase, tunicamycin-induced, 15-18 h | inhibition, % at 10 µM;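 active means compounds that reduced the stress-induced luciferase reporter signal by more than about 70% of percent inhibition, limit read from the data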;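 further: 0% = tunicamycin plus vehicle and 100% = wells without tunicamycin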
EP2 antag – inhibitors of human EP2 prostaglandin E2 receptor; AID 1422; C6 glioma cells expressing human EP2, cAMP TR-FRET; cells stimulated with saturating PGE2; inhibition, % at 25 µM; hit rate 0.52% among 260,000;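 active means percent inhibition above 40 after rounding to a whole number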;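 further: rat C6 glioma host cells with rolipram phosphodiesterase inhibitor present; the protocol text gives 20 µM as final concentration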
zfTRPN1 agonist – zebrafish TRPN1 (NompC) channel agonism; activation, % at 3 µM; hit rate 0.18% among 220,000; HEK293 zebrafish TRPN1-YFP, Fluo-8 calcium fluorescence; 100% = response to 87 µM carbachol;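 active means activation above its plate's cutoff, the mean activation of test wells on that plate plus 3 SD, cut at about 19% in these data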;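 further: 0% = DMSO alone and 100% = 87 µM carbachol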
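Material – zebrafish TRPN1-YFP in HEK293 cells · Doses – 3 µM single point · Schedule – dye 1 h 37 °C plus 30 min RT · Signal – Fluo-8 calcium fluorescence, excitation 470-495 nm, emission 515-575 nm · Read-out – % activation versus carbachol response · Control set – carbachol high, DMSO low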
PPC-1+TRAIL kill – PPC-1 cancer cell killing with TRAIL present | PPC-1 cells + TRAIL, ATPLite viability luminescence | cell killing (% activity), % at 4 µM | hit rate 0.41% among 220,000;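 active means cell killing above 50% in the first pass at 4 µM, then a duplicate retest at 5 µM averaging 50% or more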;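 further: plate controls were cells with TRAIL plus DMSO for no effect and medium-only wells lacking cells for full effect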
14-3-3 Bad PPI – disrupts binding of bovine 14-3-3 zeta to phospho-Bad peptide; inhibition, % at 21.7 µM; P63103; TR-FRET 14-3-3zeta/Dy647-pBad peptide displacement, 1 h; AID 781; hit rate 0.71% among 220,000;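 active means inhibition above about 70%, limit read from the data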;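 further: 0% = full 14-3-3 plus peptide FRET controls and 100% = background without 14-3-3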
Target sequence (P63103 whole entry, looked up): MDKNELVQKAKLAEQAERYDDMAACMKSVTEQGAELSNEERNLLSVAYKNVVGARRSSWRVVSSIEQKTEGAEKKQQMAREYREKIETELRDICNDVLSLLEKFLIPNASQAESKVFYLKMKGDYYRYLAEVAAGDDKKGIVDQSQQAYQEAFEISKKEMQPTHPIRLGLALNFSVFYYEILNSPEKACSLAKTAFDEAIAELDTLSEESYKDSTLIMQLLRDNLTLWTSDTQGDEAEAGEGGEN
NPY1 pot ag – potentiates or activates human NPY-Y1 receptor; activation, % at 3.6 µM; NPY-Y1 expressing cells, potentiator/agonist activation; P25929; hit rate 0.37% among 220,000; AID 1304; in the data active means activation above about 33%, passing the limit was not always enough;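 further: cells stimulated with NPY at EC10 then isoproterenol at EC100; 0% = low agonist plus stimulus and 100% = saturating agonist plus stimulus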
TRPML3 ag – agonists of human TRPML3 channel. Q8TDD5. HEK293 TRPML3-YFP, Fluo-8 calcium fluorescence; 100% = the carbachol control signal. activation, % at 3 µM. hit rate 0.29% among 220,000;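 active means activation above its plate's cutoff, the mean activation of the plate's test wells plus 3 SD, cut at about 12% in these data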;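 further: 0% = DMSO only wells and 100% = carbachol wells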
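Material: TRPML3-YFP stable HEK293 cells | Dosing: One concentration, 3 µM nominal, 0.3% DMSO | Timing: 125 s total fluorescence read per well | Technique: Fluo-8 calcium dye fluorescence, ex 470-495, em 515-575 nm | Measure: Percent activation from peak-to-basal fluorescence ratio, scaled between DMSO and carbachol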
The depositor's hits bear a star; nt = no result given; & = joins results of further samples; [ ] = remark or other dose. This is a subset, so the mix of outcomes need not match the whole.

Order of values – NPY1 pot ag	PPC-1+TRAIL kill	14-3-3 Bad PPI	TRPML3 ag	zfTRPN1 agonist	CHOP inhibitor	EP2 antag	EP2 modulator	NPY-Y1 antag
- O=C(Nc1cccc(C(F)(F)F)c1)c1cccnc1N1CCCC1
  -8.9	9.4	9.0	-0.1	-1.7	34.5	7.7	27.3	5.5
- COc1cc(C(=O)N2CCC(n3c(C)nc4cc(F)ccc43)CC2)cc(OC)c1OC
  -7.6	-11.5	-5.3	-0.1	0.4	-1.5	4.0	22.4	-0.9
- CC(C)COc1ccc(-c2nn(-c3ccccc3)cc2C(=O)Nc2nccs2)cc1
  1.9	-6.0	-11.3[fluorescence artefact?]	1.6	0.2	11.4	9.0	-1.4	2.0
- COc1cc2c(cc1OC)CN(C(=O)CSc1nnc3scc(-c4ccccc4)n13)CC2
  -47.6	-0.2	-2.7[fluorescence artefact?]	0.4	-1.1	-7.0	5.1&6.7	27.5	5.5
- COc1ccc(OC)c(Cc2nnc(CCC(=O)NC3CCCCC3)o2)c1
  1.6	8.0	-14.8	0.2	-0.1	3.0	4.0	26.6	3.7
- O=C(CO)N/N=C/c1c2ccccc2cc2ccccc12
  -5.9	25.0	-6.4	0.6	0.0	14.8	3.1	-28.0	-0.8
- COc1cccc(-c2cc(C(=O)NCc3ccco3)no2)c1
  7.1	7.7	-2.9	-0.3	-1.3	-25.4	4.3	-61.3	4.9
- CC(Sc1nc(-c2ccc(F)cc2)cs1)C(=O)N1c2ccccc2CC1C (configuration not stated)
  -10.2	11.4	7.4	0.0	-1.0	25.2	-0.6	23.7	3.6
- CC(=O)c1ccc(NC(=S)NC2CCCC(C)C2C)cc1 (configuration not stated)
  14.6	4.3	-9.2	3.8	6.6	-18.6	2.8	-37.6	-9.8
- CC1=C(OC(=O)c2ccccc2)C(C)(C)C(c2ccccc2)OC1=O (configuration not stated)
  -12.9	16.7	5.6	1.0	0.4	81.2*	8.2	42.9	3.7
- CCn1c(=O)c(C(=O)NCc2ccccn2)c(O)c2ccccc21
  -1.0	-2.5	-23.5	-1.4	-0.4	-8.8	21.7	55.6	8.1
- Cc1nc(Cl)c(C(=O)NC(=O)NCc2ccccc2)c(C)c1Cl
  -46.5	17.7	-1.6[fluorescence artefact?]	-0.2	0.5	23.8	3.3	-9.4	3.4
- CC(=O)c1sc2nc(CSc3nncn3C)[nH]c(=O)c2c1C
  2.8	5.0	35.1	-0.1	0.1	23.3	8.3	38.5	-3.2
- CCOc1ccc(CC(=O)Nc2c(C(N)=O)oc3ccccc23)cc1OCC
  -5.8	-4.6	-6.4	-0.8	1.5	15.5	15.4	-6.4	0.0
- Cc1cc(C)c(NC(=O)CSc2nc3ccc(N4C(=O)c5ccccc5C4=O)cc3s2)c(C)c1
  4.5	nt	9.1	0.8	0.4	-37.0	5.9	14.2	1.4
- C=C(C)CSc1[nH]c(=O)cc(C)c1C#N
  -11.4	6.6	7.3	0.3	0.2	11.0	13.4	33.8	10.2
- CC1(C)CC(=O)C2=C(C1)Nc1ccccc1N(C(=O)C1CC1)C2c1ccco1 (configuration not stated)
  2.7	nt	-5.7	0.1	-0.7	6.0	6.0	12.4	8.7
- Cc1ccc(OC(=O)c2cccc(C(=O)Oc3ccc(C)cn3)n2)nc1
  26.9	18.0	-9.1	1.1	-0.8	-5.2	14.4	12.6	-1.1
- CCOC(=O)C1(CCCc2ccccc2)CCN(C(=O)CCCn2cncn2)CC1
  6.5	7.6	-8.8	0.8	1.2	25.4	3.2	3.9	3.5
- O=C(Nc1ccc(F)cc1)N1CCN2C(=O)c3ccccc3C12c1ccccc1 (configuration not stated)
  -7.4	5.4	-7.8	-0.6	-1.1	49.1	15.1	14.1	-3.8
- O=C(CSc1nc(-c2ccco2)cc(C(F)(F)F)n1)Nc1ccc(C(=O)N2CCCCC2)cc1
  -0.2	34.1	-4.2	1.2	1.1	69.8	8.1	-0.8	-5.7
- CC(C)c1onc(C(=O)NC(C)c2ccccc2)c1[N+](=O)[O-] (configuration not stated)
  8.8	10.5	0.7	-0.4	-2.2	18.8	3.3	-14.2	7.6
- CC(NCC(O)COCc1cccs1)C1CC2CCC1C2 (configuration not stated)
  7.3	7.6	-3.7[fluorescence artefact?]	0.4	1.4	-1.3	4.3	12.1	9.7
- CS(=O)(=O)c1nc(-c2ccccc2)cc(-c2ccccc2)c1C#N
  2.7	12.8	7.4	0.8	-1.4	5.0	24.0	27.9	-4.0
- O=C(NNC(=O)C1C2CCCCC21)c1coc(=O)c(Br)c1 (configuration not stated)
  -9.1	25.1	-11.7	0.2	0.6	16.3	2.3	-15.1	nt
- Cc1cc(NC(=O)c2ccc3c(c2)C(=O)N(CCC(C)C)C3=O)no1
  -18.2	-23.5	14.5	1.2	-0.3	4.0	22.3	17.9	-1.2
- O=C(c1ccccc1)N1CCN(C(=O)c2ccc(OC(F)(F)F)cc2)CC1
  -11.2	8.9	-8.3	-0.2	-0.2	37.2	3.8	27.5	1.4
- O=C(CCNC(=O)Cn1ccc2ccccc2c1=O)NCCc1ccc(Cl)cc1
  -0.2	1.6	-3.2[fluorescence artefact?]	-0.1	-1.7	33.7	6.7	18.3	-4.1
- O=C(Nc1cnn(Cc2ccccc2)c1)NC12CC3CC(CC(C3)C1)C2
  7.7	13.7	11.7[fluorescence artefact?]	0.9	0.9	24.1	18.1	-13.6	-3.2
- COc1ccc2c(c1OC)C(=O)OC2Nc1nc(-c2ccc([N+](=O)[O-])cc2)cs1 (configuration not stated)
  17.5	23.0	-4.6	-0.1	-1.1	-15.8	7.8	16.3	nt
- NS(=O)(=O)c1ccc(CCNC(=O)CCCC2=NS(=O)(=O)c3ccccc3N2)cc1
  4.4	11.0	0.4	0.4	1.1	-5.8	3.3	20.3	6.2
- COCCNC(=O)Cn1c(=O)n(Cc2ccc(C(=O)NCc3ccco3)cc2)c(=O)c2ccccc21
  3.9	15.3	3.7	0.5	0.2	7.2	4.6	15.1	-1.2
- CCN(CC)c1nc(OC)nc(-n2nnc(C(C)=O)c2C)n1
  -6.4	-8.4	-8.4[fluorescence artefact?]	1.1	1.2	16.1	10.9	-2.7	2.5
- CC(=O)N(CC1CCCO1)c1nnc(-c2cnccn2)s1 (configuration not stated)
  2.5	-5.8	3.3	0.0	-0.5	-21.7	14.2	-16.7	-2.4
- CCN(C(=O)COC(=O)c1cc(S(=O)(=O)Nc2c(C)n(C)n(-c3ccccc3)c2=O)ccc1Cl)C1CCCCC1
  6.6	7.4	-5.5	-0.1	-0.8	23.9	2.5	-25.3	-3.8
- Cc1ccc(C)c(/C(O)=C2\C(=O)C(=O)N(Cc3cccnc3)C2c2cccnc2)c1 (configuration not stated)
  -3.4	17.9	52.0	0.6	0.5	-3.5	25.4	26.8	4.1
- C=CCOc1ccc(S(C)(=O)=O)cc1
  1.9	-4.1	1.7	0.4	1.7	-0.6	4.4	-11.2	nt
- CCN=C1S/C(=C\c2cc(OCC)c(O)cc2Br)C(=O)N1CC
  -27.9	11.2	-8.7	-0.1	-1.6	108.5*	10.6	48.7	14.9
- COc1ccc(C2CC(c3ccc(Br)cc3)=NN2C(=O)c2cccnc2)cc1 (configuration not stated)
  -19.1	10.7	3.9[fluorescence artefact?]	-0.2	-1.9	53.2	6.0	21.4	0.5
- CCOC(=O)/C(N=Nc1ccc(F)cc1)=C(/O)c1ccc([N+](=O)[O-])cc1
  7.3	-20.9	16.5	0.7	-0.6	32.5	nt	9.2	2.3
- CCOC(=O)c1cc(CC)sc1NC(=O)C(c1ccccc1)c1ccccc1
  -6.5	0.7	15.4	0.5	0.2	24.3	15.9	38.4	3.6
- NC(=O)COC(=O)c1ccc(Oc2ccccc2)cc1
  -12.4	14.7	7.2	-0.5	-0.6	-11.5	9.9	-0.9	7.7
- COc1ccc(/C(N)=N/OC(=O)C2CCC(=O)N2S(=O)(=O)c2ccc(C)cc2)cc1 (configuration not stated)
  -16.3	-1.2	13.0[fluorescence artefact?]	0.2	0.9	4.6	4.9	8.3	3.0
- CCCOCC(O)CC(CC)C(=O)NNC(=S)Nc1ccccc1 (configuration not stated)
  -8.0	nt	-5.0	0.6	-2.0	-2.1	5.4	-6.7	10.3
- CC1CC(C)(C)NCc2ccccc21 (configuration not stated)
  20.0	2.7	9.1	-0.7	0.9	-3.1	14.5	2.3	-4.6
- Cc1cccc(N2C(=O)C3C4CC(C(Br)C4Br)C3C2=O)n1 (configuration not stated)
  -26.4	5.4	6.6	1.0	1.7	1.9	8.1	-16.2	1.5
- N/C(=N\OC(=O)/C=C/c1ccc(Br)cc1)c1ccccn1
  -12.3	45.7	-19.7	1.2	3.1	25.8	4.2	-9.9	2.5
